Screening data from PubChem BioAssay.
Hsp70 inhibitors: small molecules displacing fluorescent ligand from Hsp70 – biochemical, fluorescence polarization, primary screen (AID 583); 140,000 tested, 0.06% active; Hsp70 fluorescence polarization probe displacement, mP; higher % means a stronger effect; one-dose displacement, % at 20 µM; IC50 in µM for titrated hits; in the data active = displacement above about 50%;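 also: plate controls were vehicle for no effect and reference ligand for full effect; a part of the inactive calls stands beside numbers as strong as those of hits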
Rat MKP-3 inhibitors: MKP-3 phosphatase inhibitors, primary screen, biochemical, rat enzyme, in vitro (AID 425). recombinant MKP-3 phosphatase activity, fluorescence; higher % means a stronger effect. inhibition, % at 20 µM, or IC50 in µM where a hit was titrated. 110,000 tested, 0.17% active; in the data active = inhibition above about 50%;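 also: plate controls were vehicle for no effect and reference inhibitor for full effect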
Active calls of the source: *; x = not tested or not shown. The list is partial, so the mix of outcomes need not match the whole.

SMILES	Hsp70 inhibitors	Rat MKP-3 inhibitors
Cc1ccccc1CNS(=O)(=O)c1ccc2c(c1)OCCO2	-0.7%	-8%
COc1ccc(C(=O)Nc2cc(Cl)ccc2C)cc1OC	2.2%	0%
Cc1ccccc1OCCNC(=O)Cc1cccc2ccccc12	-8.4%	4%
CCN1C(=O)S/C(=C/c2ccsc2)C1=O	3.2%	x
CCCn1c(SCC(=O)c2ccc(OC)c(OC)c2)nc2c1c(=O)n(C)c(=O)n2C	-2.4%	x
Cc1ccc(-c2nc(C3CCN(S(=O)(=O)c4ccc(C(F)(F)F)cc4)CC3)no2)cc1	-6.9%	-6%
CCOC(=O)CNc1ccc2c(c1)OCO2	69%	-10%
COC(=O)c1ccccc1NC(=O)Cn1c(-c2nonc2N)nc2ccccc21	0.0%	-16%
O=[N+]([O-])c1ccc(N2CCOCC2)cc1Sc1cccc2cccnc12	-0.6%	0%
O=C(Nc1cccs1)NC1CCCC1	3.7%	-12%
Cc1ccccc1NC(=O)Cn1cnc2c(oc3ccccc32)c1=O	-2.0%	4%
COc1cccc(OC)c1C(=O)N1CCN(S(=O)(=O)c2ccc(C)cc2)CC1	1.0%	-3%
O=S(=O)(Cc1ccccc1)c1nc2ccccc2[nH]1	0.1%	0%
Cc1ccc(-c2nc(C#N)c(NCCc3ccccn3)o2)cc1	7.3%	-6%
NS(=O)(=O)c1ccc(CCNC(=O)CNC(=O)C2CCCCC2)cc1	2.0%	2%
O=C(Cc1ccc([N+](=O)[O-])cc1)Nc1cccc(-c2nc3ccccc3o2)c1	-3.6%	4%
CCOc1cccc(/C=N/NC(=O)CC2C(=O)NN=C2C)c1O (stereo not given)	0.5%	1%
CCCC1(c2ccccc2)NC(=O)N(CCN2C(=O)c3ccccc3C2=O)C1=O (stereo not given)	6.0%	x

Copied from the list.
Reading of CCN1C(=O)S/C(=C/c2ccsc2)C1=O in Hsp70 inhibitors: 3.2%
Reading of Cc1ccccc1NC(=O)Cn1cnc2c(oc3ccccc32)c1=O in Rat MKP-3 inhibitors: 4%
Reading of CCCn1c(SCC(=O)c2ccc(OC)c(OC)c2)nc2c1c(=O)n(C)c(=O)n2C in Hsp70 inhibitors: -2.4%
Reading of COc1cccc(OC)c1C(=O)N1CCN(S(=O)(=O)c2ccc(C)cc2)CC1 in Rat MKP-3 inhibitors: -3%

Molecules above that contain a nitro group on carbon (2):
SMILES	Hsp70 inhibitors	Rat MKP-3 inhibitors
O=[N+]([O-])c1ccc(N2CCOCC2)cc1Sc1cccc2cccnc12	-0.6%	0%
O=C(Cc1ccc([N+](=O)[O-])cc1)Nc1cccc(-c2nc3ccccc3o2)c1	-3.6%	4%

Five compounds from above, sorted by their value in Hsp70 inhibitors, highest first.
SMILES	Hsp70 inhibitors	Rat MKP-3 inhibitors
CCCC1(c2ccccc2)NC(=O)N(CCN2C(=O)c3ccccc3C2=O)C1=O (stereo not given)	6.0%	x
CCN1C(=O)S/C(=C/c2ccsc2)C1=O	3.2%	x
CCOc1cccc(/C=N/NC(=O)CC2C(=O)NN=C2C)c1O (stereo not given)	0.5%	1%
COC(=O)c1ccccc1NC(=O)Cn1c(-c2nonc2N)nc2ccccc21	0.0%	-16%
O=C(Cc1ccc([N+](=O)[O-])cc1)Nc1cccc(-c2nc3ccccc3o2)c1	-3.6%	4%
